APJ agonist: APJ receptor agonism. P35414. CHO-K1 APJ PathHunter beta-arrestin, luminescence; 0% DMSO wells, 100% apelin. activation, % at 20 µM. hit rate 0.11% among 330,000. AID 2520;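 active = activation more than six SD over the plate average, tested at 20 µM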;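 also: 0% = DMSO alone and 100% = apelin-13 at 10 nM; some results filed as inactive read as strong as hits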
Target sequence (P35414 whole entry, looked up): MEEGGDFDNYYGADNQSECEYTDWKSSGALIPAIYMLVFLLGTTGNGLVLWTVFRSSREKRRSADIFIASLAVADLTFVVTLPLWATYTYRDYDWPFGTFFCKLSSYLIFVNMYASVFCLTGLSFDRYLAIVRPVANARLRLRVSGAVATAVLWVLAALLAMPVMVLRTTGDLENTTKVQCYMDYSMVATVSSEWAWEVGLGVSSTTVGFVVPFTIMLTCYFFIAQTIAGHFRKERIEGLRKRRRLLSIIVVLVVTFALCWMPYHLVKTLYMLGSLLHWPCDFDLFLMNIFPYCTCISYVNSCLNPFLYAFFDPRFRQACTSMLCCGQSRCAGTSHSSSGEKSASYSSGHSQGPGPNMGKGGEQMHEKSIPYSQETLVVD
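Test system: CHO-K1 APJ beta-arrestin complementation cell line. Amount: cell density 1000 per well. Controls: DMSO negative, 10 nM Apelin-13 positive. Signal: luminescent beta-gal fragment complementation, chemiluminescent substrate. Read-out basis: agonist-driven arrestin binding to APJ. Timing: compound stimulation 90 min at 25 °C, detection 60 min.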
CXCR6 block: CXCR6 (human) receptor inhibition; inhibition, % at 20 µM; CHO-K1 PathHunter CXCR6 beta-arrestin, luminescence; hit rate 0.36% among 360,000; O00574; in the data active = inhibition above about 34%, passing the limit was not always enough;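 also: antagonist mode with CXCL16 agonist at 10 nM final; 0% = 10 nM CXCL16 with DMSO and 100% = unstimulated wells without agonist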
Target sequence (O00574 whole entry, looked up): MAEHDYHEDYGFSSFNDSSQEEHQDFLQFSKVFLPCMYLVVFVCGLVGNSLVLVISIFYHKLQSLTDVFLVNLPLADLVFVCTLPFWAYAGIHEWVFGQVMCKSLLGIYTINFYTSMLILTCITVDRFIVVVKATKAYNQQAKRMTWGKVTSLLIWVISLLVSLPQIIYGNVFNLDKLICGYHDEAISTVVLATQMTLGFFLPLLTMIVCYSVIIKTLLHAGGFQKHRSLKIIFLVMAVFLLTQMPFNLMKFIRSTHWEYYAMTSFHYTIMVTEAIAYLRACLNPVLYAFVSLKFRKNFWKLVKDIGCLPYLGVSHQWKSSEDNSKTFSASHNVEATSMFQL
CCR6 antagonist: CCR6 (human) receptor antagonism; P51684; CHO-K1 CCR6 PathHunter beta-arrestin, luminescence, CCL20-stimulated; inhibition, % at 20 µM; hit rate 0.49% among 340,000; AID 493098;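 active = compounds whose inhibition of the agonist-driven luminescence signal at 20 µM reaches about 50%, limit read from the data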;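 also: cells stimulated with CCL20 at 14 nM final; plate controls were DMSO with CCL20 for no effect and DMSO without agonist for full effect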
Target sequence (P51684 whole entry, looked up): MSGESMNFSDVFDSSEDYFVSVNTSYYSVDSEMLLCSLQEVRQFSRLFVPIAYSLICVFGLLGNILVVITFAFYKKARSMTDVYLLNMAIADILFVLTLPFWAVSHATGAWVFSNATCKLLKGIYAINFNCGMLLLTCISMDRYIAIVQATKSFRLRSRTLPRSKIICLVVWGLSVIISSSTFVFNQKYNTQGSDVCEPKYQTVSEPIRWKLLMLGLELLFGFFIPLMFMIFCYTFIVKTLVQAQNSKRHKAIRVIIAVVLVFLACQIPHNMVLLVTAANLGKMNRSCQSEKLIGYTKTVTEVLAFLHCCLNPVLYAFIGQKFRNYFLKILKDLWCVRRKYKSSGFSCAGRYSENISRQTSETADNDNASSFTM
Mdm2 MdmX PPI: disrupts the human Mdm2-MdmX interaction; O15151+Q00987; SaOS-2 split-luciferase Mdm2/MdmX complementation, luminescence; inhibition, % at 8 µM; hit rate 3% among 330,000; AID 485346;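 active = inhibition of at least 50% at 8 µM in the primary screen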
CHOP UPR activ: activators of apoptotic arm of unfolded protein response (CHOP). CHO-CHOP luciferase reporter, UPR activation, luminescence; percent of tunicamycin response over DMSO baseline. activation, % at 10 µM. hit rate 0.34% among 330,000;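 active = at 10 µM dose, activation of 40% or more, normalized to positive control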;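 also: 100% = tunicamycin at 10 µg/mL and 0% = DMSO alone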
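Evaluation: % reporter activation, DMSO baseline versus tunicamycin full activation; System: CHO-CHOP luciferase reporter cell line; Input: 500 cells/well; Incubation: 6 h compound treatment, 37 °C; Measured by: Steady-Glo luciferase luminescence; Dosing: one dose, 10 µM in 0.5% DMSO; Buffer or medium: F12 medium, 10% FBS; Benchmarks: positive tunicamycin 10 µg/mL, negative DMSO alone.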
XBP1 UPR activ: adaptive UPR (XBP1) activation; activation, % at 20 µM; CHO-XBP1 luciferase reporter, IRE1-XBP1 UPR activation, luminescence; percent of tunicamycin response, DMSO as zero; AID 463104; hit rate 0.33% among 330,000;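 active = versus positive control, 20 µM dose yields 30% or more activation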;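 also: 100% = tunicamycin at 10 µg/mL and 0% = DMSO only wells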
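Assay system: IRE1-XBP1 luciferase reporter CHO line. Input: 1000 cells/well. Buffer or medium: F12 with 10% serum. Doses: 20 µM, 1% DMSO. Times: overnight seeding at 37 °C, 6 h compound treatment at 37 °C. Technique: Steady-Glo luciferase glow luminescence, 10 min after reagent addition.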
EBI2 antag: antagonists of human EBI2 receptor; P32249; EBI2 beta-arrestin recruitment, luminescence, 7a,25-OHC stimulated; inhibition, % at 5 µM; hit rate 0.81% among 360,000; AID 651636; in the data active = inhibition above about 38%;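 also: enzyme fragment complementation signal reports receptor beta-arrestin coupling in cells; 0% = agonist plus DMSO wells and 100% = wells without agonist; some results beyond the cut were filed as inactive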
tim23-1 inh: inhibits growth of tim23-1 mutant yeast; S. cerevisiae tim23-1 growth, BacTiter-Glo luminescence, 24 h; inhibition, % at 20 µM; hit rate 1.3% among 330,000;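 active = growth inhibition of the mutant yeast at or above 50%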;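 also: temperature-sensitive mutant grown at 25 °C; plate controls were DMSO-treated mutant yeast for no effect and medium wells lacking yeast for full effect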
APJ antag: blocks the human apelin receptor APJ; CHO-K1 APJ beta-arrestin complementation, luminescence; inhibition, % at 20 µM; hit rate 0.32% among 330,000; AID 2521;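 active = inhibition above about 40% at 20 µM, limit read from the data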;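 also: cells challenged with 10 nM apelin-13 agonist together with compound; plate controls were apelin-13 plus DMSO wells for no effect and DMSO wells lacking apelin-13 for full effect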
* hit, by the source's call; x = no result given. A portion of the library (hit frequency here may not be typical).

SMILES | APJ agonist | CXCR6 block | CCR6 antagonist | Mdm2 MdmX PPI | CHOP UPR activ | XBP1 UPR activ | EBI2 antag | tim23-1 inh | APJ antag
CCC(=O)c1ccc(N2CCN(C(=O)c3cc([N+](=O)[O-])ccc3N3CCN(C)CC3)CC2)c(F)c1 | -1 | -1 | 21 | 21 | -2.4 | -2 | 3 | -2 | 8
Cc1ccc(O)c(NC(=O)/C=C/C(=O)O)c1 | -3 | -6 | -9 | 18 | -0.6 | -2 | -4 | -6 | -13
COc1cc(C2c3c(-c4ccccc4)n[nH]c3C(=O)N2c2ccc(C(=O)O)cc2)ccc1O (stereo unspecified) | -4 | -1 | 0 | 17 | -2.1 | 2 | -6 | 0 | 13
COc1ccc(S(=O)(=O)N(C)C[C@H]2Oc3ccc(NS(=O)(=O)c4ccccc4)cc3C(=O)N([C@H](C)CO)C[C@@H]2C)cc1 | -1 | -3 | -2 | 19 | 0.3 | -3 | -10 | 3 | -2
CC(C)Cc1nnc(NC(=O)CCNC(=O)c2ccco2)s1 | -1 | 8 | 10 | -15 | -2.7 | -5 | -2 | 10 | 9
CCN(C(=O)CN1C(=O)/C(=C/c2ccc(F)cc2)SC1=S)C1CCS(=O)(=O)C1 (stereo unspecified) | 1 | -4 | 0 | -4 | 1.9 | -3 | 1 | 11 | 11
CCN1CCN(C(=O)CCN2C(=O)c3ccccc3S2(=O)=O)CC1 | -6 | -3 | 1 | -3 | 0.0 | -2 | -5 | -8 | -41
CCOC(=O)c1sc(NC(=O)CSc2nnnn2-c2ccccc2)c(C(=O)OCC)c1C | -3 | -2 | 13 | 10 | 1.5 | -3 | 2 | -4 | 14
COc1cc(C(C)=O)ccc1COc1ccc(C(=O)OCC(N)=O)cc1OC | -1 | 2 | 5 | -5 | 2.5 | -2 | -7 | 7 | 7
O=C(CNC(=O)c1ccc(-c2ccccc2)cc1)OCc1ccc(Cl)cc1 | 2 | -2 | 1 | -18 | 0.9 | -1 | 7 | -8 | -6
COc1ccccc1Nc1cc(C)nc(Nc2ccccc2OC)n1 | -3 | -7 | 13 | 18 | -2.2 | -2 | 16 | 42 | 8
CC(=O)c1ccc(NC(=O)CSc2nnc(NC(=O)c3ccco3)s2)cc1 | -7 | 1 | 17 | 26 | 0.9 | -2 | 3 | 11 | 21
Cn1cc[n+](C)c1COc1ccc(C=O)cc1 | 0 | 8 | 11 | -1 | 1.3 | 0 | -3 | 12 | -8
O=C1COc2ccccc2N1Cc1ccccc1Cl | -4 | 6 | 4 | 13 | -0.1 | -1 | 8 | -26 | -6
CCOc1ccc(N(CC(=O)NCc2ccc(OC)cc2)S(=O)(=O)c2c(C)[nH]c(=O)[nH]c2=O)cc1 | -2 | 0 | 19 | 28 | 1.1 | -2 | 0 | -1 | 10
CCC(C(=O)NCC1CCCO1)N(C(=O)c1snc(C(N)=O)c1N)c1ccc(Cl)cc1 (stereo unspecified) | -3 | 8 | -1 | 11 | -1.2 | -6 | 7 | 18 | -1
Cc1ccc(C(=O)CCNc2ccc(Cl)cc2)o1 | -3 | 8 | -2 | -10 | 2.6 | -1 | 10 | 11 | 14
COc1ccc(-c2nc(C)sc2C)cc1 | -1 | -4 | 9 | 8 | 0.5 | 2 | -5 | 0 | -6
CCc1ccc(S(=O)(=O)/N=C2\C=CC(=O)c3ccccc32)cc1 | 5 | x | x | 37 | 14 | 18 | x | 27 | -33
COc1ccc(NC(=O)Cn2c(=O)c(C)nc3ccccc32)cc1Cl | -4 | 4 | 9 | 25 | -0.5 | -2 | 7 | -16 | -11
O=C1N(c2ccccc2C(F)(F)F)O[C@]1(c1ccccc1)C1CCCC1 | -3 | -4 | 22 | 79* | -1.1 | -4 | 3 | 11 | -1
O=C(CSc1nnc(-c2ccncc2)n1-c1ccccc1Cl)Nc1ccc(C(=O)O)cc1 | -3 | 1 | 8 | -12 | -0.2 | -1 | -9 | 14 | -26
O=C(NCCCN1CCN(c2cccc(Cl)c2)CC1)c1cccc(N2CCCC2=O)c1 | 0 | -8 | 19 | 13 | -0.2 | 3 | -2 | -2 | 1
Cc1ccc(NC(=O)c2ccc(C(=O)c3ccccc3)cc2)nc1 | 0 | -9 | 3 | -10 | 3.0 | 3 | -9 | 9 | -9
COc1ccc(C(=O)NCCCN2CCOCC2)cc1OC | 3 | 0 | 19 | 10 | -0.5 | 0 | -13 | 9 | 13

Three compounds already listed, ordered by the number in CCR6 antagonist, rising:
molecule,APJ agonist,CXCR6 block,CCR6 antagonist,Mdm2 MdmX PPI,EBI2 antag,APJ antag
Cc1ccc(O)c(NC(=O)/C=C/C(=O)O)c1,-3,-6,-9,18,-4,-13
Cn1cc[n+](C)c1COc1ccc(C=O)cc1,0,8,11,-1,-3,-8
O=C(NCCCN1CCN(c2cccc(Cl)c2)CC1)c1cccc(N2CCCC2=O)c1,0,-8,19,13,-2,1

(list continues)
SMILES | APJ agonist | CXCR6 block | CCR6 antagonist | Mdm2 MdmX PPI | CHOP UPR activ | XBP1 UPR activ | EBI2 antag | tim23-1 inh | APJ antag
CC1CCCC(C)N1CCCNC(=O)CN1C(=O)COc2ccc(S(=O)(=O)N3CCOCC3)cc21 (stereo unspecified) | -5 | -2 | 11 | 7 | -0.1 | -1 | -5 | -13 | 8
CCOC(=O)Nc1ccc(S(=O)(=O)NCCCN2CCOCC2)cc1 | -2 | -2 | 2 | 6 | -0.8 | -1 | -7 | -2 | 15
O=S(=O)(c1cc(Cl)ccc1Cl)N1CCCCC1 | -3 | -2 | -2 | 26 | 0.4 | -1 | -1 | 8 | -3
CCn1nc(C(=O)Nc2ccc(C)c(C)c2)c(Cl)c1Cl | -5 | 23 | 5 | 12 | 6.7 | 6 | 15 | 5 | 21
COC(C(=O)N1CCC(n2nccc2NC(=O)C2CC2)CC1)c1ccccc1 (stereo unspecified) | -2 | 2 | 9 | 7 | 5.0 | -1 | -8 | 6 | -5
COc1cc2ccccc2c2c1CCCC2=O | -1 | 1 | -10 | -15 | 9.0 | 4 | -5 | 8 | -19
O=C(N=Nc1c(O)[nH]c2ccccc12)c1cc(-c2ccc(F)cc2)n[nH]1 | -3 | 6 | 10 | 0 | 0.4 | -2 | -11 | -10 | 23
COc1ccc(-c2csc(NC(=O)c3cc(C)oc3C)n2)cc1OC | 5 | 0 | -6 | 4 | 1.6 | 1 | 9 | 35 | 8
O=C(CSc1nnc(NC(=O)c2ccccc2)s1)NCc1ccco1 | 3 | -30 | -5 | -17 | -0.1 | -2 | -3 | 14 | 6
COc1ccc(OC)c(NC(=O)Cc2cccs2)c1 | 0 | 2 | 3 | -11 | -1.0 | -4 | 8 | 9 | -4
CCC(=O)Nc1ccc(Cl)c(NC(=O)c2cccc(OC)c2)c1 | 2 | 7 | 4 | 4 | -0.6 | -1 | 0 | -8 | 6
COc1cc(OC)c(C(=O)NC2CCCCCC2)cc1OC | 1 | -8 | -13 | -13 | -1.5 | -1 | 6 | 20 | -5
COc1ccc2[nH]c3c(=O)n(CCCCCC(=O)NCCC(C)C)c(=S)[nH]c3c2c1 | -2 | -14 | -2 | 21 | -0.2 | -5 | -6 | -19 | 32
CC(C)c1nnc(NC(=O)c2nc(S(=O)(=O)Cc3ccccc3F)ncc2Cl)s1 | 0 | x | -5 | 97* | 56* | -9 | x | 16 | -4
N#C/C(=C\c1ccncc1)c1nc2ccccc2o1 | -5 | -5 | 9 | 19 | 1.1 | 0 | -3 | 72* | 17
CSCCC(NC(=O)c1cc(C(C)(C)C)oc1C)C(=O)O (stereo unspecified) | -1 | -6 | -19 | -10 | -1.6 | 2 | -16 | 5 | 17
CCc1nc2ccc(C(=O)O)cc2nc1CC | 1 | -3 | -5 | -18 | -0.2 | -4 | -4 | 15 | 0
C/C(Cn1ncc(N2CCOCC2)c(Cl)c1=O)=N\O | -2 | 3 | -9 | 11 | 2.0 | 2 | -18 | 5 | -5
COc1ccc(Cl)cc1C(=O)NCCN(C)C | 1 | 2 | 12 | 24 | 1.1 | 2 | -9 | 0 | 4
CC(NC(=O)COC(=O)/C=C/c1cccc(F)c1)c1ccccc1 (stereo unspecified) | -3 | -7 | 0 | -18 | 1.6 | 0 | 17 | 19 | 5
O=C(NCC(=O)N(c1ccc(F)cc1)C(C(=O)NC1CCCCC1)c1cccnc1)c1ccco1 (stereo unspecified) | -2 | 6 | 13 | 13 | -2.2 | 5 | 4 | 26 | -1
O=c1c2ccccc2[nH]c(=S)n1C1CCCCC1 | -7 | 7 | 6 | 18 | -2.6 | 5 | 3 | 7 | -11
Nc1nc(CN2CCCCCC2)nc(Nc2ccc(F)cc2)n1 | 2 | -13 | 14 | 9 | -0.9 | -1 | 1 | 7 | -7
Nc1sc2c(c1C(=O)c1ccccc1)CCCC2 | -1 | 3 | 0 | 10 | -1.3 | -1 | 4 | 23 | -15
Cc1cccc(C(=O)N[C@@H](C)C(=O)N2CCN(c3ncccn3)CC2)c1 | 0 | -6 | 7 | -14 | 1.1 | 0 | 8 | 4 | 5
SMILES | APJ agonist | CXCR6 block | CCR6 antagonist | Mdm2 MdmX PPI | CHOP UPR activ | XBP1 UPR activ | EBI2 antag | tim23-1 inh | APJ antag
CC1CCN(S(=O)(=O)c2ccc(NC(=O)CN3CCN(C)CC3)cc2)CC1 | 3 | -4 | -14 | 8 | 0.7 | 2 | 0 | 10 | -13
O=C(O)c1ccc(Cn2cc(C(F)(F)F)ccc2=O)cc1 | 0 | 1 | 2 | 1 | -0.7 | 1 | -14 | 10 | 13
Cc1ccc(OCC(=O)N2CCN(c3ccc([N+](=O)[O-])c(N4CCOCC4)c3)CC2)cc1 | -8 | 4 | 14 | -16 | -0.5 | -1 | 56* | 26 | 5
COc1ccccc1NC(=O)C(C)OC(=O)CCCN=C1NS(=O)(=O)c2ccccc21 (stereo unspecified) | 8 | 7 | 4 | -13 | 0.0 | -2 | -8 | 9 | 5
O=C(CCc1ccccc1)Nc1ccnn1C1CCN(C/C=C/c2ccccc2)CC1 | -2 | 6 | -3 | 29 | 0.0 | -3 | 1 | -13 | -3
O=C(NCCc1ccccc1)c1cccnc1 | 2 | 0 | -4 | -2 | 5.6 | 0 | -1 | 7 | 4
CC(=O)Nc1ccc(OCCCNC(=O)c2c(-c3ccccc3)noc2C)cc1 | 2 | 9 | -4 | 8 | 0.0 | -5 | -20 | 20 | 7
COC(=O)C(C(=O)OC)C(C[N+](=O)[O-])c1ccc(OC)c(OC)c1 (stereo unspecified) | 5 | -1 | -1 | 1 | 1.4 | -3 | -21 | 10 | 9
O=C(c1ccccn1)N1CCN(c2ccc(C(F)(F)F)cn2)CC1 | -2 | 6 | 8 | 6 | -0.4 | 0 | -7 | 0 | 8
CCCCN(C(=O)c1ccc(C)o1)c1c(N)n(CC(C)C)c(=O)[nH]c1=O | -3 | 0 | -8 | -6 | -0.9 | -1 | -2 | 0 | -27

Screening results from PubChem.
